# Furin inh: human furin inhibitors, primary screen, biochemical, fluorescence intensity; P09958; purified furin, fluorogenic substrate cleavage; inhibition, % at 30 µM; hit rate 0.061% among 220,000; AID 463115, 2010; in the data active = inhibition above about 25%; also: inactives centre near -15
# FXIIa inh: human FXIIa protease inhibitors, primary screen, biochemical, 1536-well; Coagulation factor XII (Homo sapiens), P00748; purified FXIIa, Boc-QGR-AMC fluorogenic substrate, 2 h; inhibition, % at 5 µM; hit rate 0.3% among 220,000; AID 800, 2007; in the data active = inhibition above about 40%;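 also: 0% = enzyme with no compound and 100% = blank without enzyme; many of its hits are not listed in these tables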
# hK5 inh: human KLK5 protease inhibitors, primary screen, biochemical, 1536-well; inhibition, % at 5 µM; hit rate 0.59% among 210,000; Kallikrein-5 (Homo sapiens), Q9Y337; recombinant hK5, fluorogenic AMC substrate cleavage; AID 873, 2007;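 active = inhibition of 40% or more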;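 also: 0% = enzyme controls without compound and 100% = no-enzyme blanks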
# Target sequence (Q9Y337 67-293 limits assumed): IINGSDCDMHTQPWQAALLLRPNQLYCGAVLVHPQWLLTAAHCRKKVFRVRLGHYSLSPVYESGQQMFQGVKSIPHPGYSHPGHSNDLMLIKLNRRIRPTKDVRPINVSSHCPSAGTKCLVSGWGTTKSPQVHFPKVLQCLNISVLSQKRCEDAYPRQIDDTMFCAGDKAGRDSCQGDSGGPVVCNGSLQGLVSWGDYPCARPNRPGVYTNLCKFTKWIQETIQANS
# Rad51 HR inh: human RAD51 strand exchange inhibitors, primary screen, biochemical, fluorescence; inhibition, % at 10 µM; hRad51 DNA strand exchange, fluorescence dequenching; hit rate 0.085% among 200,000;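 active = inhibition above 40% at the single screening dose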;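 also: 0% = DMSO control wells and 100% = blanks with heterologous ssDNA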
#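 Assay system: Human Rad51 nucleoprotein filaments preassembled on unlabelled ssDNA | Reagent: Donor/quencher-labelled 47-bp dsDNA substrate | Doses: One concentration, 10 µM final | Times: 37 °C 15-min filament assembly, 30-min compound preincubation, 15-min exchange | Technique: Fluorescein emission 520 nm, excitation 485 nm | Benchmarks: Plate control and blank wells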
# thrombin 1536: human alpha-thrombin inhibitors, primary screen, counter-screen for coagulation protease inhibitor project, biochemical, 1536-well, fluorogenic AMC substrate | hit rate 0.26% among 220,000 | Boc-VPR-AMC fluorogenic substrate cleavage | AID 1046, 2008 | inhibition, % at 5 µM | Prothrombin (Homo sapiens), P00734;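 active = inhibition at or above 40%; inactive = inhibition below 40%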;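 also: 0% = enzyme with no compound and 100% = wells without enzyme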
#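 System: Human alpha-thrombin protein | Medium: pH 7.5 Tris (50 mM) with NaCl 150 mM, Tween 20 0.05% | Times: Enzyme reaction carried out at room temperature | Detection: AMC fluorescence, 355/460 nm | Evaluation: Percent inhibition scaled between no-compound controls and no-enzyme blanks | Benchmarks: Enzyme without compound as high, wells lacking enzyme as low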
# Calpain2 inh: inhibitors of pig calpain II, primary screen, biochemical, fluorogenic peptide substrate, 1536-well. purified calpain II, 30 min. inhibition, % at 16 µM. hit rate 0.37% among 220,000. AID 1236, 2008;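 active = inhibition above about 50%, limit read from the data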
# FXIa inh 1536: human FXIa protease inhibitors, primary screen, biochemical, 1536-well | purified FXIa, Boc-Glu-Ala-Arg-AMC fluorogenic substrate | inhibition, % at 5 µM | hit rate 0.14% among 220,000;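 active = inhibition of at least 40%; inactive = inhibition below 40%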;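 also: fluorescence of freed AMC excited at 355 nm; 0% = enzyme without compound and 100% = no enzyme blank; many of its hits are not listed in these tables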
# Target sequence (P03951 19-387 limits assumed): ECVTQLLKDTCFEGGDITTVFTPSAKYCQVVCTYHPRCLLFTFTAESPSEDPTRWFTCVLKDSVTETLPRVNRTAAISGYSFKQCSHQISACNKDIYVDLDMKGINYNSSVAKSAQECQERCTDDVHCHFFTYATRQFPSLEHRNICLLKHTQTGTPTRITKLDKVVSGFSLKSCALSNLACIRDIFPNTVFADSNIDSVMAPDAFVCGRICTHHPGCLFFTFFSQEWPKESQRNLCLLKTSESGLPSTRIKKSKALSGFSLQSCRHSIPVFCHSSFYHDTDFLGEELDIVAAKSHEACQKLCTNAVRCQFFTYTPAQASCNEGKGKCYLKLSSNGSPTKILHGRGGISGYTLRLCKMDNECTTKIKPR
# Target sequence (P03951 388-625 limits assumed): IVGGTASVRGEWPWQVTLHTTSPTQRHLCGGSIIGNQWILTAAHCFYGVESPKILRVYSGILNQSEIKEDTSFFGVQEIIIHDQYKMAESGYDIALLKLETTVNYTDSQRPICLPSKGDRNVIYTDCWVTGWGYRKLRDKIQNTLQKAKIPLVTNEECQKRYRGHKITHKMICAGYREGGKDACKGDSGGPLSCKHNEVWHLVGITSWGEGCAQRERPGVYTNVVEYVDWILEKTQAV
# PERK inh: block of dimerizer-induced PERK translation repression, primary screen, PERK inhibitor project, CHO PERK-DD cells, SEAP luminescence, HTS; CHO PERK-DD fusion, SEAP luminescence translation reporter; Eukaryotic translation initiation factor 2-alpha kinase 3 (Homo sapiens), Q9NZJ5; inhibition, % at 5.6 µM; hit rate 0.17% among 220,000;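 active = inhibition above the mean inhibition of all tested compounds plus 3 SD, set separately per screening campaign, cut at about 2.9% in these data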;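 also: PERK kinase domain activated by AP20187 dimerizer at 100 nM; 0% = DMSO with dimerizer and 100% = rapamycin at 8.4 µM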
# Cl transport mod: KCC2 cotransporter modulators, thallium flux, primary screen, cell-based, HEK293 KCC2, FluoZin-2 fluorescence, MLSMR; Solute carrier family 12 member 5 (Homo sapiens), Q9H2X9; KCC2 cells, thallium flux FluoZin-2 fluorescence; B-score of Tl+ flux slope (higher = more flux/activation; lower = inhibition) at 10 µM; hit rate 2.2% among 190,000; AID 1456, 2008;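 active = thallium flux slope and its plate-corrected score both differing from the plate sample mean at a set confidence after two filtering rounds, in either direction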;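 also: slope of fluorescence scaled to starting intensity during 10 to 20 s after thallium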
# Starred values were filed as active, the others as inactive; i = inactive; nt = no result given; [ ] = dose if it differs, or a comment. Only part of the results is shown; rates above refer to the full screens.
SMILES,Furin inh,FXIIa inh,hK5 inh,Rad51 HR inh,thrombin 1536,Calpain2 inh,FXIa inh 1536,PERK inh,Cl transport mod
COc1cccc(-c2nc3n(n2)C(c2cccs2)C(C(=O)Nc2cccnc2)=C(C)N3)c1 (centres undefined),-19.4,23.3,-10.5,6.5,8.0,-16.5,20.2,-1.4,0.377
CCC(=O)Nc1sc2c(c1C(=O)N(C)C)CCCCC2,-26.3[20 µM],19.7,-3.2,8.4,3.2,0.0,11.4,1.0,0.52
Cc1ccc(-n2ncc(C#N)c2/N=C/N2CCN(C)CC2)cc1,9.1[20 µM],-10.2,6.3,0.7,5.8,17.2,-10.3,-0.9,0.426
COc1ccc(CC(=O)OCC(=O)Nc2ccc3c(c2)OCCO3)cc1OC,-11.4,14.1,-12.2,11.6,0.2,-6.5,6.8,0.6,0.848
COc1ccc(CCN2C(=O)CN(Cc3ccccc3)CC2=O)cc1OC,-15.6,20.6,-1.9,nt,5.9,5.3,17.6,-0.8,-0.326
COc1ccc(N(C)S(=O)(=O)c2ccc3c(c2)CCC(=O)N3)cc1,-19.2,19.9,-27.5,-7.6,1.5,-4.0,4.3,-0.1,-0.33
COc1ccc2nc(NC(=O)[C@@H]3CCCN3C(=O)c3cccs3)sc2c1,-14.4,25.1,-6.9,-21.1,0.8,23.5,22.2,-0.9,1.06
COc1cc(NC(=O)c2ccccc2)c(OC)cc1NC(=O)CN1CCCCC1,-0.3[20 µM],14.3,-7.2,0.6,-0.7,0.8,4.2,-1.6,1.34
COc1ccc(N=Cc2cc(Cl)ccc2O)cc1Cl,-11.0,8.9,17.8,nt,-4.6,13.9,3.8,0.6,2.51
CCOC(=O)N1CCC(N2Cc3cccc(C(=O)Nc4ccc(F)cc4)c3C2=O)CC1,-6.0,10.7,-8.7,-13.3,-3.0,8.6,7.8,0.8,nt
Cc1cc(C(=O)N/N=C/c2ccc[nH]2)no1,2.4,-0.3,10.0,nt,-3.5,39.0,-7.6,0.4,0.0108
CN1CCCc2cc3c(C(F)(F)F)cc(=O)oc3nc21,-16.7,1.4,-0.3,nt,-1.8,-498.6,0.6,0.1,i
Cc1ccc(C)c(NS(=O)(=O)c2ccc(OCC(=O)NCC3CCCO3)cc2)c1 (centres undefined),-14.1,2.2,-10.9,6.1,-2.2,10.5,-6.2,0.6,0.24
CN(C)S(=O)(=O)c1ccc(C(=O)Nc2ccc(OCC(=O)N3CCOCC3)cc2)cc1,-20.1,4.6,2.1,-7.2,-2.1,35.4,-3.0,0.7,-0.19
O=C(Nc1cccc(F)c1)NC1CCN(Cc2ccccc2)CC1,-26.1,5.2,nt,nt,1.6,-2.4,1.2,1.4,0.0116
COCCOc1cc(NC(=O)CS(=O)CC(=O)N(C)C)c(Cl)cc1Cl (centres undefined),-17.7,9.0,nt,nt,-3.0,2.9,3.1,1.5,nt
COc1ccccc1C1=NOC(Cn2c(NCCOCCO)nc3c2c(=O)n(C)c(=O)n3C)C1 (centres undefined),-13.0,-1.3,-6.4,nt,-11.4,6.9,-5.8,-0.5,0.922
O=C(c1sc2cc([N+](=O)[O-])ccc2c1Cl)N1CCCCC1,-10.6,5.8,-4.0,-3.3,-7.8,25.1,1.2,-0.8,-0.853
COc1nc(-c2ccccc2)ccc1-c1noc(C)n1,-17.0[20 µM],5.4,14.3,0.8,-4.9,5.5,-0.4,-0.1,nt
CC(/C=N/N1CCN(c2ccccc2)CC1)=C\c1ccco1,-27.1[20 µM],8.8,-19.1,-5.9,-0.8,-4.5,-5.8,0.8,-1.25
Cc1ccc(CN2CCN(CC(=O)NCCCN3CCN(c4ccc(F)cc4)CC3)C2=O)cc1,-14.2[20 µM],2.9,-19.2,-3.1,-1.9,-10.1,-10.2,-1.3,-0.17
CC1Cc2nc(SCC(=O)NCc3ccccc3)n(Cc3ccccc3)c(=O)c2S1 (centres undefined),2.6,18.9,-4.7,3.9,3.6,-8.6,6.8,0.2,0.00815
Cn1c(C(=O)OC(C(=O)NC(C)(C)C)c2cccnc2)cc2sccc21 (centres undefined),-21.7,2.7,-6.7,3.6,-2.4,4.1,-5.8,-1.4,-1.09
COc1ccccc1/C=C/C(=O)NCC(=O)N/N=C/c1cc(Br)ccc1OC,-18.4[20 µM],12.6,6.5,8.6,-1.4,-37.7,2.4,-1.7,-1.41
CCCC1CCC(c2ccc(/C(N)=N/O)cc2)CC1 (centres undefined),-22.4,9.0,1.6,nt,0.0,3.0,-1.3,0.3,-0.0909
O=C(O)/C=C/c1ccc(S(=O)(=O)N2CCCCCC2)cc1,-17.3,5.3,-4.9,-0.9,-8.5,-12.0,-7.8,0.7,-1.44
Cc1cc2ncc(C(=O)Nc3ccsc3C(=O)O)c(C)n2n1,-17.4,2.3,-8.1,-11.6,1.1,0.2,-0.2,1.9,0.385
CCOc1nc(NC(C)C)nc(NC(C)C)n1,-16.3[20 µM],18.5,8.8,-2.1,2.4,2.9,5.5,-0.3,-0.0138
Cc1csc(-c2coc3cc(O)cc(C)c3c2=O)n1,-16.7,2.4,-9.6,4.6,-5.7,22.9,-7.8,0.5,nt
COc1ccccc1CNC(=O)C(=O)NCC(c1ccco1)N1CCOCC1 (centres undefined),-19.4,1.9,-11.9,4.7,-1.6,-10.5,-7.3,-0.7,-0.131

# An excerpt from above in order of the PERK inh value, ascending.
structure,Furin inh,FXIIa inh,hK5 inh,Rad51 HR inh,Calpain2 inh,FXIa inh 1536,PERK inh,Cl transport mod
CCCC1CCC(c2ccc(/C(N)=N/O)cc2)CC1 (centres undefined),-22.4,9.0,1.6,nt,3.0,-1.3,0.3,-0.0909
Cc1csc(-c2coc3cc(O)cc(C)c3c2=O)n1,-16.7,2.4,-9.6,4.6,22.9,-7.8,0.5,nt
O=C(Nc1cccc(F)c1)NC1CCN(Cc2ccccc2)CC1,-26.1,5.2,nt,nt,-2.4,1.2,1.4,0.0116

# Additional entries:
SMILES,Furin inh,FXIIa inh,hK5 inh,Rad51 HR inh,thrombin 1536,Calpain2 inh,FXIa inh 1536,PERK inh,Cl transport mod
CCCCCC1CC(CC(=O)O)C(=O)O1 (centres undefined),-15.6[20 µM],4.0,-5.9,-7.2,-0.4,33.4,-11.1,0.1,nt
COc1ccc(-n2cc(C#N)c(=O)n(Cc3ccc(F)cc3)c2=O)cc1,-29.8,7.5,-1.4,8.9,-4.7,-38.7,3.8,1.1,-0.0541
O=C(Nc1cc(Cl)ccn1)C1(c2ccccc2)CC1(Cl)Cl (centres undefined),-19.1,-2.5,-2.2,13.7,-8.0,-4.2,-11.1,0.5,0.0534
CSc1nc(N)nc(SCC(=O)Nc2cccc(F)c2)c1C#N,-19.9,24.4,-3.2,-8.8,-3.5,1.0,18.9,-0.6,0.896
Cc1cccc(OCCn2c(-c3ccco3)nc3ccccc32)c1,-18.0[20 µM],21.9,48.3*,1.1,17.7,5.1,-6.4,-0.7,-0.601
COc1ccc(NC(=O)CSc2nnc(Cc3cccn3C)n2-c2ccc(OC)cc2)cc1,-22.9,9.9,-5.5,-6.5,2.1,17.5,-1.6,-0.2,-0.644
CCOC(=O)C1CCN(C(=O)c2cc3ccccc3oc2=O)CC1,-22.1,8.6,-4.0,-2.7,2.9,-31.3,-2.0,-0.6,-0.969
O=C(OC1C2CCC1C1CN(CCc3ccccc3)CC12)c1ccccc1 (centres undefined),-22.5,9.8,-13.0,nt,0.3,-2.1,3.1,-1.7,0.558
O=[N+]([O-])c1ccc2c(c1)c1ccccc1n2CCO,6.4,50.0*,22.7,-7.5,39.1,8.1,24.4,-0.6,0.262
CC(C)(C)c1ccc(OC(=O)Cn2c(C(F)(F)F)nc3ccccc32)cc1,-1.6[20 µM],15.6,-10.2,nt,1.5,-5.8,2.2,0.7,nt
O=C(NCc1ccco1)c1ccc(S(=O)(=O)c2cccc(S(=O)(=O)N3CCOCC3)c2)cc1,-22.2[20 µM],7.3,8.5,-3.8,2.4,-1.0,9.6,-0.3,0.0167
Cc1ccc(NC(=O)C(Cc2ccccc2)n2cccc2)cc1 (centres undefined),-25.4,8.7,4.3,24.2,1.0,17.7,3.5,0.3,-0.628
CCCS(=O)(=O)N1CCC(C(=O)NCc2cccnc2)CC1,-8.5,17.0,-15.0,-1.1,-4.6,-24.4,2.3,0.9,-0.277
COc1ccc(C2CC(c3ccccc3)=NN2S(=O)(=O)c2ccccc2)c(OC)c1 (centres undefined),-21.1,11.2,-5.1,6.1,-1.2,12.5,0.5,0.7,0.382
O=C(NC12CC3CC(CC(C3)C1)C2)c1ccc(COc2ccc(Cl)cc2[N+](=O)[O-])o1,-19.2[20 µM],17.7,-1.1,16.0,2.6,11.3,1.8,-0.9,0.414
COC(=O)c1ccc(C(=O)OC)c(NC(=O)CCc2ccc(C)o2)c1,-22.5[20 µM],0.8,-6.7,-3.4,-6.5,-46.4,-4.7,-0.8,nt
COc1ccccc1NC(=S)N(Cc1cccs1)C1CCCC1,-12.8,2.7,-14.0,6.6,-0.9,24.5,-8.7,-0.3,-1.26
C=CCNc1ncnc2ccccc12,-23.4,nt,nt,7.3,nt,nt,nt,-1.0,0.744
CCn1cc(S(=O)(=O)c2ccc(C)cc2)[nH]c1=O,-0.7,2.8,-5.4,-5.9,2.6,-17.3,-5.9,0.8,-1.23
CCOC(=O)COc1ccc(S(=O)(=O)NCc2ccco2)cc1,-4.9[20 µM],4.4,-14.3,-9.6,-9.4,12.1,-8.5,1.1,nt
CC(C)c1cc(=O)n2[nH]c(N)nc2n1,-9.6,8.1,-0.8,-14.0,nt,-14.7,3.4,0.4,-0.0791
CN(Cc1n[nH]c(=S)n1C)S(=O)(=O)c1ccccc1,-12.1[20 µM],-11.3,2.7,-4.2,1.9,19.3,1.7,-0.1,nt
O=C(N/N=C/c1ccco1)c1ccccc1OCc1ccccc1Cl,-5.1,0.4,-17.5,4.2,-5.3,1.4,-5.9,-0.5,-0.326
Cc1nn(Cc2ccc(C(=O)N3c4ccc(F)cc4CCC3C)o2)c(C)c1Br (centres undefined),-5.4,10.6,-2.5,4.9,-0.1,-12.4,-3.2,-0.6,4.83
C=CCC(c1ccccc1)N(C(C)=O)c1ccco1 (centres undefined),-10.3,9.2,-13.9,-0.9,2.4,-11.8,-2.0,1.3,-0.484
Cn1cc(CN2CCN(Cc3cccnc3)CC2)c(-c2ccc3c(c2)OCCO3)n1,-19.3,8.2,4.2,-4.7,-6.0,-23.6,1.3,-0.4,-1.15
O=C(Oc1ccccc1-c1csnn1)c1cccs1,-36.8,7.1,2.1,25.9,3.5,-9.4,-2.1,1.3,-0.0134
C=CCN=c1scc(-c2ccco2)n1/N=C/c1ccc(O)c(O)c1O,22.8,-0.7,-7.0,nt,-15.5,-13.3,-2.4,0.6,-0.0818
